# PDI inh – inhibitors of human PDI, primary screen, biochemical, turbidity, single point, plate reader | Protein disulfide-isomerase (Homo sapiens), P07237 | PDI insulin aggregation turbidity, A650, 90 min | inhibition, % at 10 µM | 0.052% of 350,000 active | AID 588391, 2011;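 active means mean inhibition across replicates of 30% or more, whatever share of single replicates reach that level; inconclusive means mean inhibition below 30% while every single replicate reaches 30%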;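 further: absorbance from insulin aggregation driven by PDI reduction with DTT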
# CaV13 ICDI inh – Disruptors of the CACNA1D IQ motif to Ca2+-dependent inactivation inhibitor domain association, primary screening, Förster resonance energy transfer in intact living …; 0.098% of 340,000 active; AID 743397; HEK cells, CFP/YFP FRET ICDI-IQ, plate reader, 10 min; percent FRET-ratio fall versus neutral wells; inhibition, % at 12.3 µM;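 active means mean replicate inhibition of at least 30% and at least 1% of replicates passing that level; inconclusive means only one of the two criteria is met; inactive means neither criterion is met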;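 further: 0% = median of the neutral control wells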
# MC4R ag barr – MC4R agonists recruiting beta-arrestin, primary screen, cell-based, luminescence, agonist arm of biased-ligand search; Melanocortin receptor 4 (Homo sapiens), P32245; U2OS MC4R beta-arrestin complementation; percent of melanotan II response, DMSO zero; activation, % at 8.9 µM; 0.98% of 360,000 active;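 active means activation above a per-plate cutoff, the mean activation of sample wells on that plate plus 3 SD, cut at about 8% in these data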
# Target sequence (P32245 whole entry, looked up): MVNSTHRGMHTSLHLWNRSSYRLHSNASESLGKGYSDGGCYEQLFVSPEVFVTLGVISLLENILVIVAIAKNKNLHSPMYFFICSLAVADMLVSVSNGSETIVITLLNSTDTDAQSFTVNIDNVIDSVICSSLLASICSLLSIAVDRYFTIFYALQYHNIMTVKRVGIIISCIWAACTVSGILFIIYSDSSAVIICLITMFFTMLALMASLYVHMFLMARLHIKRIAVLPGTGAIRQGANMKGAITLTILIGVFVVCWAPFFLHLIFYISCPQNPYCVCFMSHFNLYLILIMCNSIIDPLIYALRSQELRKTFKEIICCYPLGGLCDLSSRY
# MC4R antag cAMP – MC4R antagonists of cAMP signaling, primary screen, cell-based, TR-FRET, antagonist arm of biased-ligand search; Melanocortin receptor 4 (Homo sapiens), P32245; MC4R-expressing cells, MTII-stimulated cAMP, LANCE TR-FRET; inhibition, % at 6.5 µM; 0.48% of 360,000 active;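 active means inhibition above its plate's cutoff, the mean of tested wells on that plate plus 3 SD, cut at about 29% in these data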;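 further: 0% = Melanotan II alone and 100% = Melanotan II plus saturating MCL0020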
#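 Material: U2OS-MC4R stable cell line | Reagent: Melanotan II challenge after compound preincubation | Doses: One concentration, 6.5 µM nominal | Incubation: 30-min compound preincubation, 1-h Melanotan II challenge, 1-h detection, room temperature | Signal: TR-FRET cAMP assay | Replicates: One well per compound, no replicates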
# H9c2 protect – cardioprotection against H2O2-induced cell death, primary screen, uHTS, H9c2 cells, ATPLite luminescence. H9c2 cardiomyocytes, H2O2 injury protection, 2 h. protection from H2O2 cell death, % at 20 µM. 0.63% of 360,000 active;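 active means compounds giving at least 50% protection of heart cells from peroxide-induced death in the single-dose screen, raw or plate-pattern-corrected value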;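 further: 0% = DMSO wells with peroxide and 100% = DMSO wells without peroxide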
# m5-HT2A agonist – mouse Htr2a agonists via beta-arrestin recruitment, primary screen, cell-based, luminescence. 5-hydroxytryptamine receptor 2A (Mus musculus), P35363. CHO-K1 mHTR2A beta-arrestin complementation; percent of 30 µM serotonin response. activation, % at 7.6 µM. 0.66% of 360,000 active. AID 624169, 2012;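 active means activation above a run cutoff, the mean activation of all tested compounds plus 3 SD, cut at about 14% in these data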;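 further: 0% = plate median of compound wells and 100% = 30 µM serotonin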
# Target sequence (P35363 whole entry, looked up): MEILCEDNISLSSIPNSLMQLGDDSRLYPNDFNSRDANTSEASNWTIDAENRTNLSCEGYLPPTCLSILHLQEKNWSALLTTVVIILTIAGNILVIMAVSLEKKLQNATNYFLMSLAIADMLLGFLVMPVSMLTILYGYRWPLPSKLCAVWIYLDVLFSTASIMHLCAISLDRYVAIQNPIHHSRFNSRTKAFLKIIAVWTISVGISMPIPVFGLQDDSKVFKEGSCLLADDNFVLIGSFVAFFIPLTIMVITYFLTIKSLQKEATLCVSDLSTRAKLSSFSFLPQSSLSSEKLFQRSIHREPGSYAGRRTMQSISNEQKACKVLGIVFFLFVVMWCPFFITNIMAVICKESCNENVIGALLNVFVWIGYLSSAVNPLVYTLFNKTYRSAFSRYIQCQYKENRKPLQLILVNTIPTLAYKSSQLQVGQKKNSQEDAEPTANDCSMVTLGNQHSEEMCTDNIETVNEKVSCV
# ABCB6 inh 2 – ABCB6 transporter inhibitors, primary screen, K562-ABCB6 cells, flow cytometry, MLPCN library. K562-ABCB6 porphyrin accumulation, 1 h; active compounds read low. fluorescence ratio to DMSO, % at 10 µM. 0.19% of 360,000 active. AID 602162, 2011;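 active means fluorescence ratio to DMSO below 75%, the collection mean minus 3 SD; inconclusive means too few cells collected in the well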;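 further: signal is porphyrin accumulated inside mitochondria; 100% equals median channel fluorescence of DMSO control wells; lower ratio means ABCB6 inhibition with less porphyrin fluorescence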
# ABHD5-PLIN5 inh – ABHD5-PLIN5 interaction inhibitors, primary screen, cell lysate, split luciferase complementation, luminescence; Perilipin-5 (Homo sapiens) + 1-acylglycerol-3-phosphate O-acyltransferase ABHD5 (Homo …; Split G. princeps luciferase complementation, 4 h; inhibition, % at 4 µM; 0.78% of 360,000 active; AID 602281, 2012;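 active means inhibition above the mean inhibition across every tested compound plus 3 SD, cut at about 22% in these data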;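 further: 0% = DMSO only wells and the 100% control is not disclosed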
# Glyco luc inh – increase of ERlucT glycosylation luciferase signal, primary screen, N-linked glycosylation inhibitor project, D54 ERlucT cells, luminescence, set 2; reporter increase, % at 12.5 µM; AID 588692, 2011; 0.23% of 360,000 active; D54 ERlucT glycosylation luciferase reporter, 24 h; percent of 100 nM tunicamycin response;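 active means mean luciferase reporter signal, scaled so untreated is 0 and the glycosylation-blocking control 100, at or above a set limit in every replicate; inconclusive means mean reaches the limit but not every replicate does; inactive means mean below the limit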;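 further: luciferase carries N-glycosylation sites so blocking glycosylation raises the light; 0% = median of neutral control wells and 100% = median of 100 nM tunicamycin wells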
# Exocytosis inh – LAMP-1 surface exposure blockers, TALL-104 cells – cell-based, flow cytometry, MLPCN library, primary screen; AID 651702, 2012; TALL-104 LAMP-1 surface exposure; cells stimulated with thapsigargin and PMA; 0.66% of 360,000 active; inhibition, % at 10 µM;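 active means inhibition above about 55%, limit read from the data; inconclusive means no clear call, values can overlap the other calls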
# Active calls of the source: *; u = inconclusive; x = no result given.
SMILES,PDI inh,CaV13 ICDI inh,MC4R ag barr,MC4R antag cAMP,H9c2 protect,m5-HT2A agonist,ABCB6 inh 2,ABHD5-PLIN5 inh,Glyco luc inh,Exocytosis inh
CCOC(=O)C(NC(C)=O)C(=O)Nc1c(C)cccc1C (centres undefined),-2,-6,1.1,15,2,-1,98,1,-1,3
CSc1c2c(nc3ncnn13)CCC2,2,-2,-1.2,-1,7,1,97,1,3,2
Cc1nc2nc(SCC(=O)O)nn2c(C)c1Cc1c(F)cccc1Cl,-1,12,-0.6,1,-2,4,101,6,0,2
Cn1nc(C(=O)NC2=NCCS2)ccc1=O,-9,x,-0.4,6,6,-3,95,1,1,0
CC(C)(C)C1CCc2c(sc3c2C(=O)NC(c2ccco2)N3)C1 (centres undefined),1,-7,0.0,7,-11,0,99,-5,-2,-3
O=C(NCCC(=O)N(CCc1ccccc1)Cc1ccccc1)c1ccc(Br)cc1,0,-6,3.1,0,-5,-12,94,-10,-3,-5
C=CCn1c(Oc2cc(C)ccc2C)nc2c1c(=O)n(C)c(=O)n2C,10,-7,3.0,3,-3,-5,95,1,-3,0
Cc1ccc(CNC(=O)CCS(=O)(=O)c2ccc3c(c2)CC(C)N3C(=O)C2CC2)cc1 (centres undefined),7,-15,-2.8,-19,-2,-8,104,-10,13,5
COc1ccc(Cn2c(-c3ccccc3)nc3c(c(=O)c4ccccc4n3C)c2=O)cc1,3,-5,-0.1,1,-4,0,100,1,-2,1
COC(=O)/C=c1/sc2nc3ccccc3n2c1=O,-4,-7,-1.8,3,1,2,92,-14,1,5
COc1cccc(C(=O)Nc2cccc(C(=O)N3CCOCC3)c2)c1,5,-4,-1.0,-1,-5,-1,98,4,0,-1
COc1cccc(/C=C2\SC(=O)N(CCC(=O)NNC(=O)c3ccccc3Cl)C2=O)c1,-7,-5,4.5,18,-6,0,100,-3,3,-5
CC(=O)Nc1ccc(N2C(=O)CC(c3ccccc3)CC2=O)cc1,-11,-5,-1.9,1,-4,-3,92,-2,2,-3
C[C@@H]1CN([C@H](C)CO)C(=O)c2cc(-c3ccc(C(=O)N(C)C)cc3)cnc2O[C@@H]1CN(C)C(=O)c1cccnc1,2,-4,-1.4,8,5,0,94,-4,0,16
CCc1nnc(NC(=O)C(CC)c2ccccc2)s1 (centres undefined),-6,-2,-3.3,6,-2,-1,96,-7,1,0
Cc1ccc(C(=O)CC2SC(N)=NC2=O)cc1 (centres undefined),-5,-8,1.7,7,-5,0,94,-2,1,-3
O=C(NCc1ccccc1F)C(=O)NCC1CCCN1S(=O)(=O)c1cccs1 (centres undefined),-2,-5,-1.1,-4,0,-7,94,1,-2,3
O=C(c1cnn(C(=O)c2ccccc2)c1)c1ccccc1O,3,-16,-1.6,-12,6,-3,105,1,-2,-4
C/C=C/c1ccc(OCC(=O)N(CCOC)c2c(N)n(CCCC)c(=O)[nH]c2=O)c(OC)c1,-2,-2,-1.5,9,4,-3,99,7,2,-4
CCCn1cc(S(=O)(=O)CC(=O)N2CCc3ccccc32)c2ccccc21,4,-9,-1.9,4,-1,0,99,10,-2,8
CCCCN(C(=O)c1c(CC)noc1C)c1c(N)n(CCC)c(=O)[nH]c1=O,0,-6,-1.5,8,4,3,102,-1,0,-1
CC(=O)C1=C(O)C(=O)N(CC#N)C1c1cccs1 (centres undefined),1,-4,-0.6,2,-7,0,95,4,0,-2
O=C(COC(=O)CNC(=O)c1cccc(Br)c1)Nc1nnc(-c2ccccc2)o1,22,-2,0.1,1,24,4,96,-5,2,1
Cn1c(C(=O)OC(C(=O)NC2CCCCC2)c2cccnc2)cc2sccc21 (centres undefined),-1,-4,-2.9,7,16,-6,95,0,3,1

# Part of the list above in another layout.
# The line under a structure holds: PDI inh	CaV13 ICDI inh	MC4R ag barr	MC4R antag cAMP	H9c2 protect	m5-HT2A agonist	ABCB6 inh 2	ABHD5-PLIN5 inh	Glyco luc inh	Exocytosis inh
Cc1ccc(C(=O)CC2SC(N)=NC2=O)cc1 (centres undefined)
 : -5	-8	1.7	7	-5	0	94	-2	1	-3
O=C(NCc1ccccc1F)C(=O)NCC1CCCN1S(=O)(=O)c1cccs1 (centres undefined)
 : -2	-5	-1.1	-4	0	-7	94	1	-2	3
O=C(c1cnn(C(=O)c2ccccc2)c1)c1ccccc1O
 : 3	-16	-1.6	-12	6	-3	105	1	-2	-4
C/C=C/c1ccc(OCC(=O)N(CCOC)c2c(N)n(CCCC)c(=O)[nH]c2=O)c(OC)c1
 : -2	-2	-1.5	9	4	-3	99	7	2	-4
CCCn1cc(S(=O)(=O)CC(=O)N2CCc3ccccc32)c2ccccc21
 : 4	-9	-1.9	4	-1	0	99	10	-2	8
CCCCN(C(=O)c1c(CC)noc1C)c1c(N)n(CCC)c(=O)[nH]c1=O
 : 0	-6	-1.5	8	4	3	102	-1	0	-1
CC(=O)C1=C(O)C(=O)N(CC#N)C1c1cccs1 (centres undefined)
 : 1	-4	-0.6	2	-7	0	95	4	0	-2
O=C(COC(=O)CNC(=O)c1cccc(Br)c1)Nc1nnc(-c2ccccc2)o1
 : 22	-2	0.1	1	24	4	96	-5	2	1
Cn1c(C(=O)OC(C(=O)NC2CCCCC2)c2cccnc2)cc2sccc21 (centres undefined)
 : -1	-4	-2.9	7	16	-6	95	0	3	1

# Continuation:
SMILES,PDI inh,CaV13 ICDI inh,MC4R ag barr,MC4R antag cAMP,H9c2 protect,m5-HT2A agonist,ABCB6 inh 2,ABHD5-PLIN5 inh,Glyco luc inh,Exocytosis inh
Cc1ccc(NC(=O)C2CCCN(S(=O)(=O)c3ccc(-n4cnnn4)cc3)C2)cc1 (centres undefined),0,-2,1.3,4,-2,-9,100,-2,-2,-4
O=C(CSc1nnc(-c2ccncc2)n1-c1ccc(Cl)cc1)Nc1ccc(C(=O)O)cc1,3,-6,-2.4,7,0,-3,96,-8,0,-4
COc1cccc(C(=O)Nc2nnc(C(C)C)s2)c1,7,x,-2.9,-3,-10,22*,117,1,-13,-2
COc1ccc(CC(=O)NCCc2cnc[nH]2)cc1,-2,-3,-1.6,16,-7,-6,96,-3,1,1
O=C1CC(c2cccc([N+](=O)[O-])c2)c2c(ccc3ccccc23)N1 (centres undefined),-8,x,2.0,21,-10,-3,91,1,14,0
C=CCn1c(CSc2nc3ccccc3s2)nnc1SCC(=O)NCc1ccco1,-1,x,-0.6,4,1,2,99,3,1,0
O=S(=O)(Cc1ccccc1)N1CCN(Cc2ccc(F)cc2Cl)CC1,-4,x,1.1,-5,-3,-1,101,-4,-1,-5
CCc1nn(C(C)C(=O)N2CCc3ccccc3C2)c(=O)c2cc3occc3n12 (centres undefined),2,-6,-2.1,2,11,-5,103,-3,1,-2
O=C(O)c1ccc(/C=N\Nc2ccccn2)cc1,9,-3,2.3,-7,-2,-1,99,9,-1,-3
O=C(Nc1cccc(Cl)c1)Nc1nnc([C@@H]2C[C@H](O)[C@@H](CO)O2)s1,-12,-5,0.3,-6,8,-7,u,-5,-5,1
CCOc1ncnc2c1sc1nc(C)cc(C)c12,1,-14,-0.9,0,2,4,108,4,5,-7
CC(C)Cc1nc2n[nH]c(N)c2c2c1COC(C)(C)C2,7,x,-0.8,3,2,-4,93,5,1,0
C(=N\n1cnnc1)/c1ccc2c(c1)OCO2,-1,x,-1.8,3,2,-2,97,1,3,2
CCC(=O)c1ccc(OCC(=O)OCC(=O)c2cc(C)n(C3CC3)c2C)cc1,2,-7,-1.7,22,-7,-1,104,-5,3,-6
COc1ccc(NC(=O)Nc2ccc3nc([C@@H]4O[C@H](CO)[C@@H](O)[C@H](O)[C@H]4O)[nH]c3c2)cc1OC1CCCC1,1,13,2.4,14,-4,-1,103,-3,2,9
CSc1ncc(CN2CCCC(C(=O)c3ccc(C(C)(C)C)cc3)C2)cn1 (centres undefined),-1,-7,2.3,16,-13,6,105,-6,-1,2
Cc1cccn2c(=O)c(/C=C(\C#N)S(=O)(=O)c3ccccc3)c(N3CCN(c4ccccc4)CC3)nc12,-5,-8,-2.0,3,2,5,95,2,-1,1
CCCC(=O)Nc1ccc(S(=O)(=O)N2CCOCC2)cc1,2,-7,-2.2,4,9,0,102,-3,-1,-4
COC(=O)[C@@]12CCCCN1[C@H](c1ccc(-c3ccc(OC)cc3)c(OC)c1)[C@@H]1C(=O)N(C)C(=O)[C@@H]12,9,-6,0.2,0,-9,6,97,2,-5,-7
O=[N+]([O-])c1nn(-c2ccc3c(c2)OCCO3)n(O)c1=NCc1ccc(F)cc1,0,-9,0.7,3,-1,-1,98,0,3,4
Cc1ccccc1OCCOc1ccc([N+](=O)[O-])cc1/C=N/n1cnnc1,3,-13,0.2,-14,0,2,103,-1,16,14
Cc1c2c(nc3ccccc13)CCC(C(C)(C)C)C2 (centres undefined),3,-5,3.6,2,-9,-1,100,-7,3,-3
COc1ccc(N2CCN(C(=O)Cc3csc(NC(=O)Nc4ccccc4OC)n3)CC2)cc1,-1,-7,-5.7,14,1,1,100,-5,-2,1
Cc1ccc(CCNC(=O)C2CCN(S(=O)(=O)N3CCC4(CC3)OCCO4)CC2)cc1,-1,-8,-1.2,6,13,-2,89,-5,-1,-2
CC1CC2(CC(CN(C3CCCCC3)C3CCCCC3)OC2=O)C(=O)O1 (centres undefined),x,x,x,x,-3,-6,96,0,1,-1
O=C(CNC(=O)c1ccccc1Cl)NC1CCN(Cc2ccccc2)CC1,10,-3,-2.5,6,7,-3,91,-2,2,-3
COc1ccccc1NC(=O)N1CCCC1C(=O)Nc1ccc2c(c1)OCO2 (centres undefined),-1,-5,-2.9,2,10,-1,97,2,2,-5
OCCN1CCN(c2ncnc3c2ncn3[C@H]2CN(Cc3ccc(Cl)cc3)C[C@@H](CO)O2)CC1,-4,-2,0.4,2,11,4,92,7,-1,-2

# Screening results as filed in PubChem.
